Bioassay records deposited in PubChem BioAssay by several laboratories.
M1 antagonist: antagonists of rat M1 muscarinic receptor | actives 3.4% (n = 64,000) | B-score at 10 µM | CHO-M1 cells, Fluo-4 calcium, ACh EC80 antagonist mode; hits give low values | AID 628, 2007 | Muscarinic acetylcholine receptor M1 (Rattus norvegicus), P08482;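 active = calcium fluorescence response, raw or row-and-column corrected B-score, differing from the plate sample mean either way at a set confidence level, mostly lower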
Target sequence (P08482 whole entry, looked up): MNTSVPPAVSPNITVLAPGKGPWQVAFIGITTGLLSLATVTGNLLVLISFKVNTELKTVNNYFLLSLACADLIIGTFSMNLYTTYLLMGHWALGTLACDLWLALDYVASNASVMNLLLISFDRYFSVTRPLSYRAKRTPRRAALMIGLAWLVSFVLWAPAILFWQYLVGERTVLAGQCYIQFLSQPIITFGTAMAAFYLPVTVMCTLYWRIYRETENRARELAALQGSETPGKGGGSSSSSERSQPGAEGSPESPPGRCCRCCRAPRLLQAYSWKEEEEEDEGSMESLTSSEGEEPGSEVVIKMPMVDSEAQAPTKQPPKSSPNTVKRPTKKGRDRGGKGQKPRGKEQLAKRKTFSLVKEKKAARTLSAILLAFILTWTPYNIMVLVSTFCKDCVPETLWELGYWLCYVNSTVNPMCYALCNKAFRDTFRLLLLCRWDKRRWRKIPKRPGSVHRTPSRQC
M1 agonist: M1 muscarinic receptor agonists, primary screen, CHO-M1 cells, Fluo-4 calcium, agonist mode; Fluo-4 calcium fluorescence; hits give high values; B-score at 10 µM; actives 3% (n = 64,000); AID 626, 2007;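 active = fluorescence rise, raw or as B-score row- and column-corrected plate score, outside the 99.7% band of its plate's samples, either direction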
E coli RNAP: E. coli RNAP inhibitors, biochemical | DNA-directed RNA polymerase subunit beta (Escherichia coli (strain K12)), P0A8V2 | actives 0.2% (n = 62,000) | inhibition, %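 (tested at 10 µM)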 | E. coli RNA polymerase, fluorescence transcription assay; in the data active = inhibition above about 20%;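 note: 0% = enzyme without compound and 100% = no enzyme blank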
Her2 expr inh: inhibitors of Her2 protein expression, primary screen, SKBR-3 cells, AlphaScreen, 66K library | SKBR-3 HER2 protein level, 18-24 h; hits give low values | HER2 level % of control, % at 10 µM | actives 0.69% (n = 65,000);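 active = HER2 level under 5% of the carrier-only control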;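 note: 100% = DMSO carrier and 0% = 500 nM PU-H71 HSP90 inhibitor; lower value means stronger loss of Her2 protein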
Fluor 339 460: intrinsic fluorescence of library compounds, ex339/em460 – biochemical, MLSMR library, data from DPM-DC assay, artefact control, profiling panel; compound autofluorescence, ex339/em460 nm, NADH buffer; hits give high values; 1 = no-compound wells, NADH background; fluorescence fold increase at 10 µM; actives 5.5% (n = 65,000);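 active = at 10 µM, mean starting fluorescence two-fold or more over control wells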;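 note: signal is the first read of a kinetic run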
Hsp90 inh: tumor Hsp90 inhibitors, primary screen, cell lysate, fluorescence polarization, NCI-N417 lysate; Heat shock protein HSP 90-alpha (Homo sapiens), P07900; Cy3B-geldanamycin FP displacement; inhibition, % at 30 µM; actives 0.35% (n = 64,000); AID 429, 2006;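 active = inhibition above 50%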;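 note: 0% = tracer plus lysate wells and 100% = tracer alone without lysate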
HTR1A agonist: human 5-HT1a receptor agonists, primary screen, cell-based, CHO, Ga15 NFAT-bla reporter. CHO 5-HT1a Ga15 NFAT-bla reporter, FRET ratio; 0% basal, 100% maximal reference agonist. activation, % at 10 µM. actives 0.56% (n = 65,000). AID 567, 2006;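 active = activation above the screen-wide mean activation plus 3 SD, cut at about 19% in these data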;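 note: 0% = DMSO wells and 100% = 5-CT at EC100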
Target sequence (P08908 whole entry, looked up): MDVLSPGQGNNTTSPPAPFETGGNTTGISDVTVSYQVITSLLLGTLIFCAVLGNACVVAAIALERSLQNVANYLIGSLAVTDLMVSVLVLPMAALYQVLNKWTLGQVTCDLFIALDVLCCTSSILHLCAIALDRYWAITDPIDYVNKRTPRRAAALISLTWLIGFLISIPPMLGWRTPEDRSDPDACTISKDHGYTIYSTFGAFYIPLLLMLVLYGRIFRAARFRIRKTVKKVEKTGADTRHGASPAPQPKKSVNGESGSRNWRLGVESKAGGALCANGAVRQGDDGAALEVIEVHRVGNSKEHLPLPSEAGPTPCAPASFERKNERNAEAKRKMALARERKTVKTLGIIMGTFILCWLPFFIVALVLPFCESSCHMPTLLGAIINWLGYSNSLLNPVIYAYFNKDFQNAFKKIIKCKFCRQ
D1 mod: D1 CRE-luciferase signal change, two-sided – cell-based, HEK293 D1, dopamine EC30, D1 allosteric modulator project, primary screen; D(1A) dopamine receptor (Homo sapiens), P21728; dopamine EC30 potentiation; actives deviate in either direction; B-score at 10 µM; actives 5.9% (n = 58,000);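 active = luminescence count or its row- and column-corrected plate score outside the 99.7% band of the plate's sample wells, on either side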
NADH enzymes: inhibitors of PK/LDH coupling enzymes, profiling panel, artefact control, biochemical, MLSMR library; coupled PK/LDH NADH assays, four targets; IC50, µM (top dose mostly 10 µM), inactives show at the highest dose inhibition; actives 0.02% (n = 65,000);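 active = single-dose screening hits from any of four coupled enzyme assays that gave an IC50 when retested across doses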;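 note: the DPM-DC format reads NADH fluorescence rather than 340 nm absorbance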
An asterisk follows results filed as active; · = not tested or not shown; [ ] = dose if it differs, or a comment. Not a hit list; about 16% have a hit in one of these screens.

SMILES	M1 antagonist	M1 agonist	E coli RNAP	Her2 expr inh	Fluor 339 460	Hsp90 inh	HTR1A agonist	D1 mod	NADH enzymes
O=C(O)C1CC=CCC1C(=O)NCc1cn2ccccc2n1 (centres undefined)	1.2	-0.24	6	80	1.2	-1	-3.2	0.029	4%
COc1ccc(OCCCC(=O)Nc2nncs2)cc1	0.29	-0.3	10	171	1	-3	0.0	-1	1%
O=C1c2ccccc2-c2c1nc1c([n+]2[O-])CCCC1	-0.55	0.34	13	105	1	-5	-0.3	0.47	9%
COc1cc2c(cc1NC(=O)Cn1cnc3c1c(=O)n(C)c(=O)n3C)oc1ccccc12	-0.019	-0.7	3	123	1.1	-2	-4.2	2	13%
COC(=O)c1[nH]c2cccc(OC)c2c1NC(=O)CCN1CCN(c2ccccc2F)CC1	-0.15	0.039	8	159	3.1*	-4	2.7	-0.0055	13%
CCC(C)SCc1nc2ccccc2[nH]1 (centres undefined)	0.25	0.0021	1	143	1.1	-1	-2.4	-0.17	5%
CCOC(=O)c1[nH]c(=O)[nH]c1COC(=O)c1cc2ccccc2o1	0.58	0.02	4	77	1.2	-2	0.5	-0.55	5%
Cc1cc(C)c2c(=O)[nH]n(C3CCOC(C)(C)C3)c2n1 (centres undefined)	0.31	0.75	3	88	1.1	3	-2.0	0.74	4%
O=C(CN1CCN(C2CCCCC2)CC1)NCCC1=CCCCC1	-0.37	13*	5	93	1.1	-1	-1.4	0.35	22%
COc1cc(Cn2c(C(=O)O)cc3sccc32)cc(OC)c1OC	0.12	0.048	4	111	1.1	-2	1.4	-0.15	3%
O=C(CCCc1c[nH]c2ccccc12)N1CCN(S(=O)(=O)c2cccs2)CC1	-0.27	-0.46	9	98	1	16	0.0	0.6	4%
CCS(=O)(=O)N1CCC(NC(C)=O)(c2ccccc2)CC1	0.61	0.082	10	98	1.1	-5	-1.4	1	5%
CCOC(=O)C1CCN(C(=O)CNS(=O)(=O)c2cccs2)CC1	0.026	-0.21	8	217	1.1	·	1.8	0.078	2%
C=CCn1c(SCC(=O)NCC2CCCO2)nnc1C1CCCCC1 (centres undefined)	-0.028	-0.76	8	103	1	-2	-1.5	0.43	2%
N/C(=N/O)c1nc(N2CCCC2)nc(N(c2ccccc2)c2ccccc2)n1	-0.29	-0.4	6	106	1	0	2.1	7.2*	4%

Shown as a hit in M1 agonist, among the entries above:
| compound | M1 antagonist | M1 agonist | E coli RNAP | Her2 expr inh | Fluor 339 460 | HTR1A agonist | D1 mod | NADH enzymes |
| --- | --- | --- | --- | --- | --- | --- | --- | --- |
| O=C(CN1CCN(C2CCCCC2)CC1)NCCC1=CCCCC1 | -0.37 | 13* | 5 | 93 | 1.1 | -1.4 | 0.35 | 22% |

Next records:
SMILES	M1 antagonist	M1 agonist	E coli RNAP	Her2 expr inh	Fluor 339 460	Hsp90 inh	HTR1A agonist	D1 mod	NADH enzymes
CCOc1ccc(C2CC(c3cccc(OC)c3)Nc3ncnn32)cc1 (centres undefined)	0.0072	-0.069	8	123	1.1	-5	-1.3	-1.3	3%
Cc1c(NC(=O)CN2CCCc3ccccc32)c(=O)n(-c2ccccc2)n1C	-1.2	0.5	7	69	0.94	-4	-3.5	0.2	2%
Cc1cc(C)n2cc(CSC3=NCCS3)nc2n1	-0.29	-0.28	-3	70	4.8*	-4	0.7	0.83	1%[fluoresces]
COc1ccccc1NC(=O)CSc1nnc(CC(=O)Nc2ccccc2)n1C	0.018	0.46	0	134	1	-7	1.2	0.03	2%
CC1CCN(CCNC(=O)c2ccc(NC(=O)C3CCCO3)cc2)CC1 (centres undefined)	0.033	-0.41	7	154	1.1	·	-0.9	0.13	3%
CS(=O)(=O)N(CC(N)=O)c1ccc2c(c1)OCO2	0.054	0.088	6	100	1.1	2	1.0	-0.32	2%
CCOCCCNC(=O)C(c1ccc(C)cc1)N(Cc1ccc2c(c1)OCO2)C(=O)c1cnccn1 (centres undefined)	0.22	0.46	2	59	1	5	1.0	0.7	3%
N#Cc1c(NC(=O)Cn2c(=O)oc3ccccc32)oc(-c2ccccc2)c1-c1ccccc1	-0.66	-0.1	-4	92	1.6	-1	-2.0	-1.3	6%
CC(=O)c1ccc(NS(=O)(=O)c2cccc(C)c2)cc1	-0.096	0.95	5	101	1.2	0	-1.0	1.3	7%
COc1ccc2c(c1)c1nnc(SCC(=O)N3CCCCC3C)nc1n2C (centres undefined)	-1.8	1.4	4	81	0.97	-3	5.0	-0.49	5%
CCCn1c(=O)c2ccccc2n2c(SCc3nc4ccccc4s3)nnc12	0.12	1.8	4	79	1.1	-21	-2.6	6.7*	2%
CCOC(=O)c1c(C2COc3ccccc3O2)csc1N (centres undefined)	0.29	0.76	10	124	1	0	-2.5	9.9*	9%
CCC(C)(C)n1nnnc1C(c1cccc(C#N)c1)N1CCN(c2cc(C)ccc2C)CC1 (centres undefined)	-0.26	-0.16	9	99	1.1	-1	-0.7	-1.4	4%
CN(C)S(=O)(=O)c1cc(C(=O)NCC2CCCO2)c(Cl)cc1Cl (centres undefined)	-0.0049	1.3	10	120	1.1	-3	-1.8	0.12	7%
CCc1cccc(NC(=O)C2CCCN(S(=O)(=O)c3c(C)[nH]c(=O)[nH]c3=O)C2)c1 (centres undefined)	0.47	0.91	3	62	1.1	-2	-2.6	-0.47	10%

Part of the list above in order of formula weight, lowest first:
SMILES	M1 antagonist	M1 agonist	E coli RNAP	Her2 expr inh	Fluor 339 460	Hsp90 inh	HTR1A agonist	D1 mod	NADH enzymes
CS(=O)(=O)N(CC(N)=O)c1ccc2c(c1)OCO2	0.054	0.088	6	100	1.1	2	1.0	-0.32	2%
CCOc1ccc(C2CC(c3cccc(OC)c3)Nc3ncnn32)cc1 (centres undefined)	0.0072	-0.069	8	123	1.1	-5	-1.3	-1.3	3%
Cc1c(NC(=O)CN2CCCc3ccccc32)c(=O)n(-c2ccccc2)n1C	-1.2	0.5	7	69	0.94	-4	-3.5	0.2	2%

New compounds follow
SMILES	M1 antagonist	M1 agonist	E coli RNAP	Her2 expr inh	Fluor 339 460	Hsp90 inh	HTR1A agonist	D1 mod	NADH enzymes
COc1ccc(NC(=O)CN2CCN(C3c4ccccc4-c4ccccc43)CC2)c(OC)c1	0.36	0.64	-5	57	1.1	-2	0.8	0.21	2%
CCN1C(=O)c2ccccc2S(=O)c2ccc(C(=O)N3CCCC3)cc21 (centres undefined)	-0.02	0.35	8	100	1.1	-2	-0.7	·	1%
Cc1cc(C)n(C(=O)CNC(=O)c2ccco2)n1	0.0099	1.2	0	107	1.1	-5	3.5	0.32	6%
O=C(Nc1cccc(Cl)c1)c1ccc2c(=O)n3c(nc2c1)CCCCC3	-1.8	1.3	2	119	1.1	-3	2.1	-2.6	7%
COc1ccc(S(=O)(=O)NCC(=O)N(CC(=O)NCC2CCCO2)c2cc(C)ccc2C)cc1 (centres undefined)	0.0036	0.022	5	91	1	0	-0.7	·	4%
CC(C)c1cc(NC(=O)C(C)(C)C)cc(C(C)C)c1O	0.89	-0.35	6	65	1.1	-2	-2.4	-0.24	4%
COC(=O)C(C)Oc1ccc(=O)[nH]n1 (centres undefined)	-0.038	-0.14	6	96	1.1	0	-4.2	0.56	7%
CCOC(=O)c1c(O)c2c(n(Cc3ccco3)c1=O)CCCC2	0.31	0.99	-1	101	1.1	·	3.5	-0.55	4%
Cc1cccc(OCC(=O)Nc2ccc(N3CCN(S(C)(=O)=O)CC3)cc2)c1	-0.67	-0.57	6	110	1.1	7	-0.7	0.23	8%
COc1ccc(CNCC(=O)Nc2cc(C)nn2-c2nc(C)cc(C)n2)cc1OC	-0.64	-0.57	8	96	0.99	-4	1.9	0.89	4%
Cc1cc(C(F)(F)F)nn1CCCNC(=O)c1cnccn1	-0.14	-0.26	4	158	1.1	·	-1.9	-0.46	1%
COc1ccc(N2C(=O)CC(Sc3nc(C)c4c(n3)CCCC4)C2=O)cc1 (centres undefined)	0.24	2.2*	11	88	1.1	-7	-1.8	-0.97	8%
O=C(Cn1cnc2c(cnn2-c2ccc(Cl)cc2)c1=O)NC1CCCCC1	0.12	-0.18	2	96	1.1	-4	1.0	0.76	0%
CSC1=NCCN1C(=O)c1c(F)cccc1Cl	-0.88	-0.18	1	92	1.1	-1	-0.5	-0.55	4%
CC(C)(C)OC(=O)NCCc1nnc(SCC(=O)c2ccc(Cl)cc2)o1	-0.47	0.0027	4	105	1	-2	-1.8	-1.6	4%

As entered above:
For M1 agonist, COc1ccc(CNCC(=O)Nc2cc(C)nn2-c2nc(C)cc(C)n2)cc1OC reads -0.57
For Fluor 339 460, O=C(Nc1cccc(Cl)c1)c1ccc2c(=O)n3c(nc2c1)CCCCC3 reads 1.1

5 compounds from above, limited to M1 antagonist and E coli RNAP.
SMILES	M1 antagonist	E coli RNAP
Cc1cc(C)n(C(=O)CNC(=O)c2ccco2)n1	0.0099	0
CC(C)c1cc(NC(=O)C(C)(C)C)cc(C(C)C)c1O	0.89	6
COc1ccc(N2C(=O)CC(Sc3nc(C)c4c(n3)CCCC4)C2=O)cc1 (centres undefined)	0.24	11
COc1ccc(CNCC(=O)Nc2cc(C)nn2-c2nc(C)cc(C)n2)cc1OC	-0.64	8
CC(C)(C)OC(=O)NCCc1nnc(SCC(=O)c2ccc(Cl)cc2)o1	-0.47	4

(continued)
SMILES	M1 antagonist	M1 agonist	E coli RNAP	Her2 expr inh	Fluor 339 460	Hsp90 inh	HTR1A agonist	D1 mod	NADH enzymes
O=C(CN1CCN(S(=O)(=O)c2ccc(Br)cc2)CC1)Nc1ccc(F)cc1	-0.062	0.8	-1	91	1.2	-1	-1.0	-0.66	4%
O=C(CSc1nnc2scc(-c3ccccc3)n12)NCC1CCCO1 (centres undefined)	0.19	-0.75	-7	107	1.1	3	1.4	0.58	2%
CC(=O)OCCN(CCOC(C)=O)c1c(C)[nH]c(=O)[nH]c1=O	0.036	0.032	9	98	1.1	-2	0.6	-0.48	0%
CC1SC(=NC(=O)c2ccco2)NC1=O (centres undefined)	-0.18	-1.2	4	93	1.1	-2	-0.4	-0.68	10%
CCN(CC)S(=O)(=O)c1ccc(N2CCCC2)c(C(=O)OCC(=O)/C(C#N)=C(\C)N)c1	-0.31	-1.3	3	85	1	-5	-1.4	2.1	4%
NC(=O)CSc1oc(-c2cccs2)nc1S(=O)(=O)c1ccccc1	0.2	0.15	·	96	1.2	-8	-0.8	0.78	6%
CC(C)NC(=O)C1CC(=O)N(c2ccc(F)c(Cl)c2)C1 (centres undefined)	-0.1	0.54	3	101	1.1	-2	-1.9	-0.02	0%
COc1ccc(Cl)cc1N(CC(=O)Nc1ccc2c(c1)OCCO2)S(C)(=O)=O	-0.0022	-1.1	2	109	1.1	4	-1.5	0.57	12%
CC(C)c1[nH]nc2c1C(c1cccnc1)C(C#N)=C(N)O2 (centres undefined)	0.96	-0.4	-3	98	0.95	0	-1.9	-0.53	6%
C=CCc1cccc(CNc2nc3ccccc3n2C(C)C)c1O	1.2	-0.54	10	64	1.1	3	0.1	·	4%
COc1ccccc1C(=O)N1CCCC(c2nc(-c3cc(OC)c(OC)c(OC)c3)no2)C1 (centres undefined)	0.16	-0.053	13	94	1	-4	1.4	1.6	3%
O=C(O)C1CCCN(C(=O)NCc2ccccc2)C1 (centres undefined)	-0.87	-1.3	9	99	1.1	-5	1.0	·	5%
c1ccc(C2NCCn3cccc32)cc1 (centres undefined)	-0.051	-0.32	7	87	1.2	-6	-1.0	0.0033	2%
COc1ccc(N2CCN(c3nc4c(c(=O)[nH]c(=O)n4C)n3Cc3cccc(C)c3)CC2)cc1	0.049	0.15	18	78	1.1	1	-1.2	3.6	6%
